# Screens deposited in PubChem by National Center for Advancing Translational Sciences (NCATS).
# IL-1B inflam inh: inhibitors of inflammasome signaling (IL-1 beta secretion); actives 4.7% (n = 360,000); activity change, % at 57.5 µM; THP-1 LPS/ATP IL-1B secretion, AlphaLISA, 16 h; stronger effect = lower value; in the data active = activity change below about -50%; inconclusive = mostly about -30% to -49%; note: % is set by controls: 0 for no effect and ±100 for the full control effect
#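 Secreted IL-1B measured by AlphaLISA bead assay after 16 h compound exposure of THP-1 cells; compounds (final up to 57.5 uM) added 1 h before LPS (250 ng/mL) and ATP (1.25 mM) stimulation; lower signal means less secretion.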
# KB-V1 cytotox: kills drug-selected multidrug resistant KB-V1 cells; actives 3.4% (n = 400,000); Potency, µM (doses to about 46.1 µM), for the others: at the highest dose activity change, negative = cytotoxicity, actives largely listed as cytotoxic; KB-V1 MDR cells viability, CellTiter-Glo, 72 h; note: potency is the fitted concentration of half-maximal effect; % is set by controls: 0 for no effect and ±100 for the full control effect; nearly all actives have a fitted effect of over 60% in size
#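 Luminescent ATP read-out (CellTiter-Glo, 10 min) measures survival of drug-selected KB-V1 MDR cells after 72 h, 37 degrees C compound exposure. Medium: phenol-red-free DMEM, 10% FBS. Values from fitted concentration-response curves.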
# SW480 rerep: DNA re-replication induction in SW480 cells; SW480 DNA re-replication, Hoechst DNA content imaging, 48 h; Potency, µM (titrated, usually from 46.1 µM), without a hit: top-dose re-replication activation, hits mostly activators; actives 1.8% (n = 340,000); note: potency is the fitted concentration of half-maximal effect; % of control where 0% means no effect; nearly all actives have a fitted effect of over 55% in size
#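 Compounds, transferred as 23 nL by pin tool, were incubated with cells for 48 hr; DNA content per nucleus was then quantified by Hoechst staining and fluorescence plate imaging.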
# ATXN2 expr inh: ATXN2 expression inhibition; HEK-293 ATXN2-luciferase reporter, luminescence, 24 h; Potency, µM (titrated, usually from 57 µM), for inactives: at the top dose activity change, negative = inhibition, actives largely listed as inhibitors; actives 0.72% (n = 360,000); AID 1745845; note: potency is the fitted concentration of half-maximal effect; % is set by controls: 0 for no effect and ±100 for the full control effect; nearly all actives have a fitted effect of over 55% in size
#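 ATXN2-luciferase reporter cells (luciferase flanked by upstream and downstream ATXN2 gene portions) were treated 24 h at 37 °C with compounds at up to 57 uM. SteadyGlo luminescence gave expression; GF-AFC fluorescence gave viability.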
# KB-3-1 cytotox: KB-3-1 parental cell cytotoxicity | KB-3-1 viability, CellTiter-Glo ATP luminescence, 72 h | Potency, µM (doses to about 46.1 µM), inactives show at the top dose activity change, negative = cytotoxic, hits mostly cytotoxic | actives 1.4% (n = 400,000) | AID 1347075; note: potency is the fitted concentration of half-maximal effect; % is set by controls: 0 for no effect and ±100 for the full control effect; nearly all actives have a fitted effect of over 60% in size
#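 Cytotoxicity measured as CellTiter-Glo luminescence after 72 h at 37 C. Compound titrations were pinned onto drug-naive KB-3-1 parental adenocarcinoma cells grown in DMEM with 10% FBS, and normalized data fitted to concentration-response curves.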
# HT1080 IDH1KD tx: HT-1080 IDH1 knockdown cell toxicity (counter line); HT-1080 IDH1 knockdown viability, ATP luminescence, 48 h; Potency, µM (titrated, usually from 46.1 µM), without a hit: top-dose activity, negative = toxicity, usual class: cytotoxic; actives 2% (n = 360,000); AID 686971;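 note: potency is the fitted concentration of half-maximal effect; 0% = DMSO wells and -100% = cell-free medium wells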
#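 Luminescent ATP read-out (CellTiter-Glo, 10 min at room temperature) after 48 h compound exposure at 37 °C gave viability of IDH1-knockdown HT-1080 cells. Activity was normalised to DMSO and cell-free wells, then fitted as concentration-response curves.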
# MCF10A rerep: inducers of DNA re-replication in MCF 10A breast cells; MCF 10A DNA re-replication, Hoechst nuclear intensity, 48 h; Potency, µM (highest dose often 46.1 µM), for inactives: top-dose activity, positive = re-replication, hits mostly activators; actives 2.9% (n = 350,000); note: potency is the fitted concentration of half-maximal effect; % of control where 0% means no effect; nearly all actives have a fitted effect of over 50% in size
# S2 tox: cell viability loss in ATXN counter-screen | S2 cells (HEK-293 line with an ATXN2-luciferase reporter) viability, CellTiter-Fluor protease fluorescence, 24 h | AID 651635 | actives 0.49% (n = 400,000) | Potency, µM (top dose mostly 56.7 µM), most hits filed as cytotoxic; note: potency is the fitted concentration of half-maximal effect; nearly all actives have a fitted effect of over 40% in size
# HT1080-NT tox: kills 2HG-producing HT-1080-NT fibrosarcoma cells; actives 1.6% (n = 360,000); Potency, µM (series often up to 46.1 µM), inactives show at the top dose activity, negative = less viability, usual class: cytotoxic; HT-1080-NT fibrosarcoma viability, CellTiter-Glo ATP luminescence, 48 h;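 note: NT is the 2HG producing partner of a matched IDH1 knockdown line; potency is the fitted concentration of half-maximal effect; 0% = DMSO-treated cells and -100% = media-only wells without cells; nearly all actives have a fitted effect of over 55% in size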
#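 750 cells/well, RPMI + 5% FBS; 2 h settle, compound pin-transfer, 48 h at 37 degrees C. CellTiter-Glo 10 min RT, luminescence. Normalized to DMSO and media-only wells.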
# * = called active by the depositor; i = inactive; ? = inconclusive; . = no result given; [ ] = dose if it differs, or a comment. Unless noted, calls come from the whole dose curve; as a rule, active = well fitted curve in the direction sought with a large enough effect; inconclusive = small, poorly fitted or top-dose-only effect, or another doubt; inactive = no such curve, though single readings can be large; an effect the other way counts as inactive or inconclusive. Outcome played no part in choosing rows; any-hit rate near 11%.
SMILES,IL-1B inflam inh,KB-V1 cytotox,SW480 rerep,ATXN2 expr inh,KB-3-1 cytotox,HT1080 IDH1KD tx,MCF10A rerep,S2 tox,HT1080-NT tox
COc1ccc(S(=O)(=O)N(C)CC(=O)N2CCC(C(N)=O)CC2)cc1Cl,-8,3%,-26%,5%,-4%,2%,5%,i,1%
COc1ccccc1CCNC(=O)c1cccn1-c1nnc(N2CCCCC2)s1,.,14%,.,-6%,-14%,.,.,i,.
CC(C)(C)C1CCc2[nH]c3ccccc3c(=O)c2C1 (stereo not given),-24,?,-3%,51%[activator],0%,-17%,5%,i,-14%
O=[N+]([O-])c1ccccc1S(=O)c1ccccc1[N+](=O)[O-],219,?,.,?,?,?,.,i,21µM*
O=C(NNC(=O)C1CCN(c2ncccn2)CC1)c1ccncc1,11,12%,-46%[inhibitor],.,-9%,0%,9%,i,1%
C(=Cc1cccnc1)c1ccncc1,-16,-1%,-2%,12%,0%,7%,0%,i,23%
Cc1ccc(S(=O)(=O)NCCC(=O)Nc2ccc3c(c2)OCO3)cc1,-19,?,?,3%,-4%,-5%,10%,i,3%
COc1ccc(-c2noc(COC(=O)c3ccco3)n2)cc1OC,3,13%,-4%,.,5%,8%,-9%,?,1%
CCOc1ccc(NC(=O)c2cn(-c3ccc(OCC)cc3)c(=O)c3cc(OC)c(OC)cc23)cc1,-28,5%,-4%,-1%,11%,8%,-2%,i,9%
COc1nnc(-c2ccc(C)c(S(N)(=O)=O)c2)c2ccccc12,23,-2%,12%,.,5%,13%,1%,i,-1%
O=C(NCc1cc(C(F)(F)F)ccc1Cl)c1cccc2c1C(=O)c1ccc(N3CCC(N4CCCCC4)CC3)cc1S2(=O)=O,92,?,.,25µM*,?,-11%,.,?,-24%
COc1cccc(NC(=O)CSc2nc3ccccc3c(=O)n2C)c1,-15,?,1%,.,-11%,?,-1%,?,-1%
O=C(N/C(=C\c1ccc(Br)cc1)c1nc2ccccc2[nH]1)c1ccco1,-1,0%,?,-6%,16%,-23%,17%,i,-5%
CCc1nn2c(N3CCOCC3)cc(C)nc2c1-c1ccc(F)cc1,-2,-10%,-7%,-8%,-4%,0%,-6%,i,-1%
Cc1ccc(S(=O)(=O)NCc2ccccc2)cc1C(=O)NCC(C)(C)N1CCOCC1,10,0%,-4%,-7%,-2%,2%,9%,i,3%
CC(O)CNCCOc1ccccc1OCc1ccccc1 (stereo not given),-13,-27%,1%,?,-5%,-6%,3%,i,0%
S=C(NCCc1ccccn1)Nc1ccc(Cl)cc1Cl,-13,-11%,?,23%,-4%,6%,-2%,i,9%
CCc1nnc(NC(=O)C(c2ccccc2)c2ccccc2)s1,0,?,22%,-9%,-5%,-7%,10%,i,-11%
Cc1cccc(C(=O)NC2CCN(CC(=O)Nc3ccc4c(c3)OCO4)CC2)c1,-12,-28%,6%,-21%,24%,4%,0%,i,3%
COc1ccc(C2=C(Nc3ccc(C)c(C)c3)c3ccccc3C2=O)cc1,.,10%,.,3%,2%,.,.,i,.
COC(=O)C(C)Sc1nnc(SC(C)C(=O)OC)s1 (stereo not given),-12,3%,0%[9.22 µM],-2%,6%,2%,0%,i,11%
CCCCSCCCNC(=O)c1cn(CC)c2ccc(S(=O)(=O)N3CCCCCC3)cc2c1=O,.,?,.,8%,18%,.,.,i,.
Cc1cc(C)n(-c2ccc(C(=O)OCC(=O)Nc3ccc(S(=O)(=O)N4CCCCC4)cc3)cc2)n1,-12,1%,9%,3%,-1%,1%,6%,i,0%
O=C(Cc1ccc(F)cc1)Nc1c(C(=O)N2CCN(c3ncccn3)CC2)oc2ccccc12,-7,-24%,3%,-14%,?,2%,0%,i,9%
COc1ccc(OC)c(N/C=C2/CCCCC2=O)c1,-8,?,0%,3%,3%,2%,14%,i,23%
C[C@H](CO)N1C[C@H](C)[C@@H](CN(C)Cc2ccncc2)OCc2cnnn2CCCC1=O,13,5%,.,-18%,19%,0%,.,i,?
Cc1occc1C(=O)NNC(=O)c1ccc(F)cc1,0,-5%,8%,104%[activator],-4%,9%,-2%,i,24%
CC(=O)NCc1ccc(S(=O)(=O)N2CCN(c3ccccn3)CC2)cc1,-1,-27%,-2%,24%,9%,13%,2%,i,13%
O=C(c1ccc(-c2nc3ccccc3s2)o1)N1CCN(c2ccccc2O)CC1,20,?,-1%,36%[activator],?,0%,?,i,-10%
O=[N+]([O-])c1ccc(NN=Cc2cccc3ccccc23)nc1,-25,-5%,3.3µM*,-16%,?,24%,?,i,2%

# A few values from the results shown:
# MCF10A rerep result of S=C(NCCc1ccccn1)Nc1ccc(Cl)cc1Cl is entered as -2%
# SW480 rerep result of CC(C)(C)C1CCc2[nH]c3ccccc3c(=O)c2C1 (stereo not given) is entered as -3%

# Further entries follow.
SMILES,IL-1B inflam inh,KB-V1 cytotox,SW480 rerep,ATXN2 expr inh,KB-3-1 cytotox,HT1080 IDH1KD tx,MCF10A rerep,S2 tox,HT1080-NT tox
CCOC(=O)c1c(-c2ccc(C)cc2)csc1NC(=S)NC(=O)c1ccccc1,45,?,12%,81%[activator],-14%,?,?,i,-18%
COc1cc(OC)c2c(C)cc(=O)oc2c1,?,-22%,-16%,6%,?,0%[9.24 µM],17%,i,0%
COc1cccc(C(=O)O/N=C(\C)c2cnccn2)c1,11,9%,-26%,1%,-6%,-2%,-3%,i,0%
CC(=O)Nc1cccc(NC(=O)CSc2nn3c(=O)c(C)nnc3s2)c1,5,-13%,-4%,-1%,-1%,1%,5%,i,-1%
Fc1cccc(CSc2nnc3c(n2)[nH]c2ccccc23)c1,0,-1%,-18%,4%,-20%,-1%,-10%,i,0%
COC(=O)C(Cc1cnc[nH]1)NC(=O)C1CCC(=O)N1 (stereo not given),19,3%,-3%,-9%,8%,0%,-2%,i,3%
CS(=O)(=O)N(CC(=O)N1CCOCC1)c1cccc([N+](=O)[O-])c1,10,-1%,-6%,.,-2%,3%,1%,?,2%
COc1cccc2oc3cc(C#CC4(O)CCCCC4)ccc3c(=O)c12,?,-10%,-2%,?,0%,-9%,?,.,-10%
Cc1cc(C)c2c(=O)cc(C(=O)NCCc3ccc(S(N)(=O)=O)cc3)oc2c1,.,?,.,-10%,-13%,.,.,i,.
COc1ccc(NC(=O)c2ccco2)c(OC)c1,-16,?,-3%,37%[activator],7%,23%,-13%,i,23%
O=Cc1cc(Br)c(OC(=O)N2CCOCC2)c(Br)c1,13,7%,-7%,7%,17%,-2%,9%,i,2%
O=C1C(=O)N(CCN2CCOCC2)C(c2cccc(Cl)c2)/C1=C(/O)c1ccc2c(c1)OCO2 (stereo not given),9,27%,-13%,-9%,-1%,-5%,?,i,2%
O=C1CC(c2ccc(S(=O)(=O)NCCOc3ccccc3)cc2)CN1 (stereo not given),28,5%,-2%,0%,-14%,-21%,2%,i,2%[9.24 µM]
O=C(Nc1ccc(F)cc1)C(c1ccncc1)N1CCN(C(=O)c2ccco2)CC1 (stereo not given),0,-3%,.,.,5%,1%,.,.,-1%
CCn1c(CN2CCOCC2)nnc1SCC(=O)Nc1cccc(C)c1,i,-18%,-29%,-2%,18%,-11%,-6%,i,-9%
O=C(c1cc(-c2ccccc2)nc2ccccc12)N1CCc2ccccc2C1,-5,18µM*,-8%,4%,?,12%,14%,?,3%
Fc1c(F)c(C(F)(F)F)c(F)c(F)c1N1CCN(c2ccc3nnc(C(F)(F)F)n3n2)CC1,19,7%,-5%,-14%,-3%,12%,3%,i,10%
CCOc1ccc(-c2noc(CCC(=O)NCC3CCCO3)n2)cc1OC (stereo not given),8,-26%,-7%,-9%,8%,7%,-7%,i,9%
COCc1cc(=O)n2[nH]c(C(C)(C)C)cc2n1,-2,6%,1%,-16%,-8%,11%,2%,i,17%
Cc1ccc(C(=O)O)cc1NC(=S)NC(=O)c1ccc([N+](=O)[O-])cc1Cl,20,-7%,4%,3%,16%,17%,-2%,i,5%
O=C(c1cc2c([nH]c1=O)CCCC2)N1CCc2c([nH]c3ccccc23)C1c1ccccc1F (stereo not given),-28,-26%,-1%,-4%[11.3 µM],-21%,-26%,20%,i,?
Cc1cc(C)c(NC(=O)C(C)n2c(=O)cc(C)c3c(C)nn(-c4ccccc4)c32)c(C)c1 (stereo not given),.,5%,.,0%,11%,.,.,i,.
CCn1c2ccccc2c2cc(CN3CCN(C(=O)c4ccco4)CC3)ccc21,-3,5%,0%,-6%,-1%,?,?,i,?

# Profiles as entered above.
# Profile of `Cc1ccc(S(=O)(=O)NCCC(=O)Nc2ccc3c(c2)OCO3)cc1` : IL-1B inflam inh: -19; KB-V1 cytotox: ?; SW480 rerep: ?; ATXN2 expr inh: 3%; KB-3-1 cytotox: -4%; HT1080 IDH1KD tx: -5%; MCF10A rerep: 10%; S2 tox: i; HT1080-NT tox: 3%
# Profile of `CCc1nnc(NC(=O)C(c2ccccc2)c2ccccc2)s1` : IL-1B inflam inh: 0; KB-V1 cytotox: ?; SW480 rerep: 22%; ATXN2 expr inh: -9%; KB-3-1 cytotox: -5%; HT1080 IDH1KD tx: -7%; MCF10A rerep: 10%; S2 tox: i; HT1080-NT tox: -11%

# Reformatted as labelled records: part of the list above.
Fc1c(F)c(C(F)(F)F)c(F)c(F)c1N1CCN(c2ccc3nnc(C(F)(F)F)n3n2)CC1
  IL-1B inflam inh: 19	KB-V1 cytotox: 7%	SW480 rerep: -5%	ATXN2 expr inh: -14%	KB-3-1 cytotox: -3%	HT1080 IDH1KD tx: 12%	MCF10A rerep: 3%	S2 tox: i	HT1080-NT tox: 10%

CCOc1ccc(-c2noc(CCC(=O)NCC3CCCO3)n2)cc1OC (stereo not given)
  IL-1B inflam inh: 8	KB-V1 cytotox: -26%	SW480 rerep: -7%	ATXN2 expr inh: -9%	KB-3-1 cytotox: 8%	HT1080 IDH1KD tx: 7%	MCF10A rerep: -7%	S2 tox: i	HT1080-NT tox: 9%
